Bioassay records (PubChem BioAssay)
BLM inh – qHTS Assay for Inhibitors of Bloom's syndrome helicase (BLM). 0.2% of 350,000 active. Potency, µM (titrated, usually from 56.1 µM), inactives show at the highest dose activity change, negative = inhibition, hits mostly inhibitors. AID 2528, 2010. RecQ-like DNA helicase BLM (Homo sapiens), P54132. recombinant BLM DNA unwinding, fluorescence dequenching;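 note: potency is the fitted concentration of half-maximal effect; plate controls were vehicle for no effect and no enzyme for full effect; nearly all actives have a fitted effect of over 35% in size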
ERG Ets-DNA blk – qHTS for Small Molecule Inhibitors of the ERG Ets/DNA interaction; fluorescence polarization, His-ERG Ets domain / labelled DNA; Transcriptional regulator ERG (Homo sapiens), P11308; 0.028% of 370,000 active; Potency, µM (top dose mostly 76.9 µM), inactives show at the top dose FP activity, negative = inhibition, usual class: inhibitors; active = well fitted inhibition curve with a large enough effect in the polarisation, with a control signal flat; inconclusive = small, poorly fitted or top-dose-only effect, or effect the other way, or a change in a side signal; inactive = no such curve, though single readings can be large or run the other way; the % refers to the polarisation;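 note: polarization taken with two DNA probes labelled with fluorescein and Texas red; potency is the fitted concentration of half-maximal effect; % of control where 0% means no effect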
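His-tagged ERG Ets domain (1 uM in the protein solution; 300mM KCl, 50mM Tris-HCl, 1mM EDTA, 1mM DTT, pH 7.5) received compound, then a probe mix of 5 nM fluorescein-DNA and 100nM Texas-615-DNA. Fluorescence polarization was read for both dyes.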
POLK inh – qHTS for Inhibitors of Polymerase Kappa | Potency, µM (highest dose often 107 µM), for the others: at the highest dose activity, negative = inhibition, usual class: inhibitors | AID 588579, 2011 | DNA polymerase kappa (Homo sapiens), Q9UBT6 | 0.53% of 400,000 active | purified Pol kappa, fluorescent DNA synthesis assay, 10 min; note: potency is the fitted concentration of half-maximal effect; % is set by controls: 0 for no effect and ±100 for the full control effect
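Enzyme at 10 nM met test compounds for 15 min at room temperature. Substrate addition (50 nM final) began the reaction, which was monitored by fluorescence at 0 and 10 min.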
APE1 inh – qHTS Assay for Inhibitors of the Human Apurinic/apyrimidinic Endonuclease 1 (APE1); Potency, µM (series often up to 65.8 µM), without a hit: top-dose activity change, negative = inhibition, hits mostly inhibitors; DNA repair nuclease/redox regulator APEX1 (Homo sapiens), P27695; recombinant APE1, TAMRA/BHQ-2 abasic DNA cleavage fluorescence; 0.35% of 350,000 active; AID 2517, 2012;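 note: potency is the fitted concentration of half-maximal effect; plate controls were vehicle for no effect and reference inhibitor for full effect; nearly all actives have a fitted effect of over 55% in size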
Target sequence (P27695 whole entry, looked up): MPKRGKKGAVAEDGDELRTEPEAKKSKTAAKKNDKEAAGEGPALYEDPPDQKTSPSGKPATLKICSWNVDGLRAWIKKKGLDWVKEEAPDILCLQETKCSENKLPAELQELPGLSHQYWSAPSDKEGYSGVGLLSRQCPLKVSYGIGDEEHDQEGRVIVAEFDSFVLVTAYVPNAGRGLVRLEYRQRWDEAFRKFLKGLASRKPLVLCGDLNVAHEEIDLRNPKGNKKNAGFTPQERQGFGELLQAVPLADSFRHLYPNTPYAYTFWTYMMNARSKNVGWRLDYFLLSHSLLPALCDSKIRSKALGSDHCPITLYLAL
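Incision of a quenched TAMRA/BHQ-2 THF abasic-site duplex (50 nM) by 0.75 nM APE1, after 15 min compound preincubation, measured as fluorescence increase over three 60 s reads. Values normalized to buffer, DMSO and NSC13755 control wells.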
TRHR ag – qHTS for Small Molecule Agonists and Allosteric Enhancers of Human TRH Receptor: Primary Screen for Agonists | Thyrotropin-releasing hormone receptor (Homo sapiens), P34981 | TRHR cells, calcium flux fluo-8, FDSS agonist mode | activation, % at 2 µM | 0.18% of 360,000 active; in the data active = activation above about 30%; note: 0% is about no effect
Target sequence (P34981 whole entry, looked up): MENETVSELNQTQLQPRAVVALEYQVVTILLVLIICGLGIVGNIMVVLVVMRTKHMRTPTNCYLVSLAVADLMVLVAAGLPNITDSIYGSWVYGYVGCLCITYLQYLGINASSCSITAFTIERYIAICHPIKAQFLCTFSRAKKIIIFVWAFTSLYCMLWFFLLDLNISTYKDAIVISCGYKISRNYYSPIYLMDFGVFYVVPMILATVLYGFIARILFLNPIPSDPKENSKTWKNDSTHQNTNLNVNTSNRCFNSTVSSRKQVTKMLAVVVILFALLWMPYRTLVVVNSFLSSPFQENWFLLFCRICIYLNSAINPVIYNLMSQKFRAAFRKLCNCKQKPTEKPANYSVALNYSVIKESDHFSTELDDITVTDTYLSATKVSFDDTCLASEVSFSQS
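TRHR-expressing cells, plated overnight in medium with 10% serum, were loaded with fluo-8 calcium dye at room temperature. After a 10 s baseline, library compound was pin-added and calcium release was recorded kinetically (ex 480/em 530) as agonist response.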
POLB inh – qHTS Assay for Inhibitors of DNA Polymerase Beta; Pol beta primer extension/strand displacement, fluorescence kinetic; Potency, µM (doses to about 114 µM), for the others: at the top dose activity change, negative = inhibition, actives largely listed as inhibitors; P06746; 1.3% of 340,000 active; AID 485314, 2010; note: potency is the fitted concentration of half-maximal effect; % is set by controls: 0 for no effect and ±100 for the full control effect
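Pol beta (10 nM) and compounds were preincubated 15 min at room temperature, then 50 nM substrate (final) started primer extension/strand displacement. Reads were taken at 0 and 10 min; concentration-response data were fitted to a four-parameter Hill equation.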
Pol iota inh – qHTS for Inhibitors of Polymerase Iota | Pol iota fluorescent replication assay, 10 min | AID 588590, 2011 | Potency, µM (top dose mostly 115 µM), without a hit: at the highest dose activity, negative = inhibition, usual class: inhibitors | DNA polymerase iota (Homo sapiens), Q9UNA4 | 1% of 390,000 active; note: potency is the fitted concentration of half-maximal effect
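Fluorescent replication assay read twice, at 0 min and 10 min after adding 50 nM (final) substrate. Enzyme (10 nM) and compounds were first incubated 15 min at room temperature; enzyme-free buffer wells were negative controls.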
Anesthetic bind – qHTS Assay for Identification of Novel General Anesthetics | Potency, µM (series often up to 77.5 µM), without a hit: at the top dose activity change, negative = displacement, actives largely listed as inhibitors | 0.074% of 350,000 active | Ferritin light chain (Equus caballus), P02791 | apoferritin/1-aminoanthracene competitive binding, fluorescence; note: potency is the fitted concentration of half-maximal effect; % is set by controls: 0 for no effect and ±100 for the full control effect; nearly all actives have a fitted effect of over 20% in size
Target sequence (P02791 2-175 limits assumed): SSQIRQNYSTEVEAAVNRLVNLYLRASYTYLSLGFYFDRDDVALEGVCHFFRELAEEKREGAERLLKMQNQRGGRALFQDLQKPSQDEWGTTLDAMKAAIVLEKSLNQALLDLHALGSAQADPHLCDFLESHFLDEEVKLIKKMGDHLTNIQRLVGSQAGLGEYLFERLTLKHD
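10 uM apoferritin + 50% sat. 1-AMA, PBS; cpd 10 min RT; Ex380/Em535 endpoint; normalized to free probe vs complex; 4-param Hill fit; propofol titration as pos. ctrl.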
12-LOX inh – Primary qHTS assay for inhibitors of human arachidonate 12S-lipoxygenase (ALOX12): Round 2. 1.1% of 580,000 active. purified 12hLO, xylenol orange hydroperoxide absorbance. Potency, µM (doses to about 108 µM), without a hit: at the top dose activity change, negative = inhibition, hits mostly inhibitors; note: potency is the fitted concentration of half-maximal effect; % is set by controls: 0 for no effect and ±100 for the full control effect
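Purified human 12hLO (150 nM final) in 25 mM Hepes, 0.01% Triton X-100, pH 7.0 was preincubated 15 min at room temperature with compound. Then 40 uM arachidonic acid was added, 30 min. Hydroperoxide was read by Fe-XO absorbance ratio 573/405 nm.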
Numbers without * were called inactive; ? = inconclusive; / = no result given; & = joins results of further samples; [ ] = dose if it differs, or a comment. Unless noted, calls come from the whole dose curve; as a rule, active = well fitted curve in the direction sought with a large enough effect; inconclusive = small, poorly fitted or top-dose-only effect, or another doubt; inactive = no such curve, though single readings can be large; an effect the other way counts as inactive or inconclusive.

Below each SMILES: BLM inh	ERG Ets-DNA blk	POLK inh	APE1 inh	TRHR ag	POLB inh	Pol iota inh	Anesthetic bind	12-LOX inh
COc1ccc(-c2nc3ccccc3c(=O)n2CCN2CCOCC2)cc1
    0%	/	8%	-1%	0.2	3%	24%	-7%	8%&2%
CCOc1ccc(-c2cnc3n2CCC3)cc1
    -1%	-6%	-16%	-3%	-0.4	0%	0%	-5%	?
COCCn1c(C)cc(O)c(C(=O)Nc2cccc(Cl)c2)c1=O
    -6%	2%	-32%	-2%	-0.4	2%	13%	-5%	-13%
CCOC(=O)C1=NOC(Cn2cc(C(C)=O)c(=O)[nH]c2=O)C1 (centres undefined)
    -8%	12%	16%	1%	0.8	5%	36%	-4%	0%
O=C(Nc1ccn(Cc2ccccc2F)n1)c1ccc(COc2cccc(Br)c2)cc1
    -11%	-2%	-7%	-7%	2.8	7%	2%	-7%	26%
O=C(CN1CCN(Cc2ccc(F)cc2)C1=O)NCc1cccs1
    4%	8%	12%	-1%	-1.1	-4%	34%[activator]	-5%	11%
NNC(=O)c1cc2c(ccc3ccccc32)o1
    3%	-14%	-6%	2%	1.2	11%	57%[activator]	-3%	-7%
Cc1cc(=O)c2c(O)cc(O)c(C)c2o1
    5%	/	-5%[60.1 µM]	13%	/	/	/	-8%	/
COc1cc(C2C3=C(CCCC3=O)Nc3[nH]n(-c4ccccc4)c(=O)c32)ccc1OC(C)=O (centres undefined)
    -4%	9%	-4%	-2%	-6.6	-1%	54%[activator]	-20%	-12%
CC(C)c1ccc(NC(=O)c2cnc3sc(N4CCOCC4)nn3c2=O)cc1
    4%	4%	0%	/	-0.6	-4%	12%	44%[activator]	-22%
N#C/C(=C\c1cccc(Br)c1)C(=O)N1CCCCC1
    -2%	-5%	4%	22%	0.0	0%	8%	-4%	-22%
CCCn1c(SCCN2CCOCC2)nc2c1c(=O)n(C)c(=O)n2C
    1%	14%	0%	11%	0.3	21%	-7%	-2%	0%
C=CCn1cc(C(=O)NCCCOC)c(=O)c2cc(S(=O)(=O)N3CCC(C)CC3)ccc21
    /	5%	6%	/	/	/	17%	/	-84%
CC1CCN(C(=O)COC(=O)CCCN2C(=O)c3cccc4cccc(c34)C2=O)CC1
    -4%	1%	-14%	-4%	-0.6	18%	24%	?	270%[activator]
COc1cccc(C(=O)c2sc3nc(-c4ccccc4)cc(C(F)(F)F)c3c2N)c1
    -11%	?	?	/	106*	-9%	/	39%[activator]	0%
O=C1CC(c2cccc(Cl)c2)Cc2nc(N3CCOCC3)ncc21 (centres undefined)
    3%	-1%	-2%	2%	0.3	2%	-1%	-19%	2%
CC(C)c1c(O)ccc2c1CC[C@H]1C(C)(C)CCC[C@]21C
    /	-3%	-6%	/	/	/	-11%	/	-12%
COc1ccc(Nc2ncc(C(=O)N3CCN(c4cccc(Cl)c4)CC3)c3ccccc23)cc1
    -8%	6%	-21%	/	0.2	?	-6%	611%[activator]	-17%
COc1cc2ccccc2cc1C(=O)Nc1ccc2oc(-c3ccc(Cl)cc3)nc2c1
    -13%	-3%	6%	/	1.0	?	30%	-2%	?
Cc1ccc2c(CN3CCN(S(=O)(=O)c4ccccc4C(F)(F)F)CC3)cc(=O)oc2c1C
    /	5%	-11%	6%	0.1	/	15%	/	-1%
CC(C)c1ccc2c(c1)C1Cc3ccccc3C1N2 (centres undefined)
    -4%	-2%	-13%	-9%	-0.1	0%	2%	-19%	-14%
Cc1ccc(Cn2nc(C)c(/C=N/NC(=O)c3cccnc3)c2C)cc1
    0%	3%	1%	16%	-0.6	10%	111%[activator]	-10%	-4%
CC(C)OC(=O)CSc1nc2c(cc1C#N)CCCCC2
    1%	-2%	-17%	1%	0.0	-2%	1%	9%	0%
Cc1ccc(NC(=O)Cn2c(=O)n(Cc3ccc4c(c3)OCO4)c(=O)c3ccc(C(=O)NC4CCCCC4)cc32)c(C)c1
    -1%	3%	1%	/	0.0	7%	?	-7%	-10%
COc1cc(Cl)c(C)cc1NC(=O)c1cnn(-c2ccc(C)cc2)c1-n1cccc1
    -2%	0%	-25%	/	0.6	6%	21%	-9%	-20%
O=C(Oc1cccc2cccnc12)c1ccc2c(c1)OCCO2
    3%	-1%	-3%	-3%	0.0	1%	?	-21%	-13%
O=C(N/N=C/c1ccc2cccc(OCc3ccccc3)c2n1)c1ccc(Br)cc1
    -8%	-2%	0%	13%	1.2	14%	?	-9%	30%
O=C(Nc1ccc(O)cc1)c1ccccc1OCc1ccccc1
    -10%	-19%	-18%	-16%	-0.2	-2%	10%	-17%	?
Cc1ccc2[nH]c3c(Cl)ncnc3c2c1
    1%	8%	2%	0%	-0.8	-3%	-10%	2%	276%[activator]
[N-]=[N+]=Nc1nc2c(N)ncnc2n1C1OC(CO)C(O)C1O (centres undefined)
    3%	/	-2%[60.1 µM]	-2%	/	/	/	-8%	/

Quoted at random: 4 entries already listed
Below each SMILES: BLM inh	ERG Ets-DNA blk	POLK inh	APE1 inh	TRHR ag	POLB inh	Pol iota inh	Anesthetic bind	12-LOX inh
O=C(N/N=C/c1ccc2cccc(OCc3ccccc3)c2n1)c1ccc(Br)cc1
    -8%	-2%	0%	13%	1.2	14%	?	-9%	30%
COc1ccc(Nc2ncc(C(=O)N3CCN(c4cccc(Cl)c4)CC3)c3ccccc23)cc1
    -8%	6%	-21%	/	0.2	?	-6%	611%[activator]	-17%
COc1cc(Cl)c(C)cc1NC(=O)c1cnn(-c2ccc(C)cc2)c1-n1cccc1
    -2%	0%	-25%	/	0.6	6%	21%	-9%	-20%
CCOC(=O)C1=NOC(Cn2cc(C(C)=O)c(=O)[nH]c2=O)C1 (centres undefined)
    -8%	12%	16%	1%	0.8	5%	36%	-4%	0%

The main list resumes with the 2 entries that preceded the break.
Below each SMILES: BLM inh	ERG Ets-DNA blk	POLK inh	APE1 inh	TRHR ag	POLB inh	Pol iota inh	Anesthetic bind	12-LOX inh
Cc1ccc2[nH]c3c(Cl)ncnc3c2c1
    1%	8%	2%	0%	-0.8	-3%	-10%	2%	276%[activator]
[N-]=[N+]=Nc1nc2c(N)ncnc2n1C1OC(CO)C(O)C1O (centres undefined)
    3%	/	-2%[60.1 µM]	-2%	/	/	/	-8%	/
Cc1ccc(NC2(C(N)=O)CCCC2)cc1
    /	2%	-15%	/	/	/	5%	/	-5%
COc1ccc(N2C(=O)CCC2(C#N)c2ccc(Br)cc2)cc1 (centres undefined)
    -4%	9%	0%	-3%	0.6	0%	12%	-8%	?
O=C(CSc1nnc(-c2ccncc2)n1Cc1ccco1)Nc1cccc(O)c1
    -3%	-10%	1%	-4%	-0.2	-23%	-9%	-5%	4%
O=C(Nn1cc(C(=O)Nc2ccccc2F)c2ccccc2c1=O)c1cnccn1
    0%	0%	3%	9%	-0.4	0%	186%[activator]	-3%	3%
COc1ccc(/C=C/C(=O)N(C)C2(C)CCS(=O)(=O)C2)cc1 (centres undefined)
    /	11%	8%	-2%	0.2	/	6%	/	-8%
O=C(Cc1ccccc1)NCCSCc1ccccc1
    5%	12%	-6%	17%	0.1	13%	21%	-10%	-4%
CCc1cc(=O)oc2c(C)c(OCC(=O)NCC3CCC(C(=O)O)CC3)ccc12 (centres undefined)
    2%	-4%	15%	28%	0.0	0%	-20%	-2%	-1%
Cn1c(=O)c(=O)n(C)c2cc(S(=O)(=O)NCCOc3ccccc3)ccc21
    -8%	3%	-5%	-1%	0.2	35%	-15%	-4%	15%
OCCOCCN1CCN(C(=S)Nc2ccccc2)CC1
    0%	-9%	-11%	-2%	0.3	-20%	20%	-1%	-2%
COc1ccccc1C1CC(=O)Oc2cc(O)ccc21 (centres undefined)
    -8%[120 µM]	-26%	11%&-9%	35%	/	/	7%	-20%[163 µM]	-4%
O=C(CSc1nc2[nH]c(=O)cc(O)c2s1)Nc1cc(Cl)cc(Cl)c1
    1%	1%	-5%	-5%[12.4 µM]	0.5	9%	26%	0%	39%
CCOC(=O)C1CCN(C(=O)c2ccc(S(=O)(=O)Nc3ccccc3Cl)cc2)CC1
    /	7%	-14%	-3%	-0.1	/	9%	/	-3%
O=C(Cn1cnc2sc(-c3ccccc3)cc2c1=O)NCc1ccccc1
    -12%	-3%	-7%	18%	0.4	?	?	2%	24%
COc1ccc(CN2CC(C(=O)NCc3ccc4c(c3)OCO4)CC2=O)cc1 (centres undefined)
    2%	2%	-1%	1%	-0.2	9%	22%	-7%	-2%
COc1ccc(C(=O)N2CCN(C(=O)c3cc(OC)c(OC)c(OC)c3)CC2)cc1
    -2%	-4%	0%	-6%	-0.5	-16%	11%	3%	7%
COc1ccc(OCC(=O)N2CCc3ccccc3C2)cc1
    3%	-13%	5%	-3%	0.4	60%	-7%	-7%	?

A portion of the library; rates above refer to the full screens.
